Assay outcomes: PubChem, several laboratories
BAP1 inh = inhibitors of human BAP1 deubiquitinase. Q92560. AID 436. 72,000 tested, 0.48% active. activity remaining (% of control), % at 20 µM. recombinant BAP1, Ub-AMC hydrolysis fluorescence kinetic; hits give low values;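 active = activity remaining at or below 50% of control, provided the compound also passes the data quality filters; inactive = the rest, including low values that fail the filters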;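 note: 100% = DMSO wells rate and 0% = substrate alone blank rate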
Target sequence (Q92560 whole entry, looked up): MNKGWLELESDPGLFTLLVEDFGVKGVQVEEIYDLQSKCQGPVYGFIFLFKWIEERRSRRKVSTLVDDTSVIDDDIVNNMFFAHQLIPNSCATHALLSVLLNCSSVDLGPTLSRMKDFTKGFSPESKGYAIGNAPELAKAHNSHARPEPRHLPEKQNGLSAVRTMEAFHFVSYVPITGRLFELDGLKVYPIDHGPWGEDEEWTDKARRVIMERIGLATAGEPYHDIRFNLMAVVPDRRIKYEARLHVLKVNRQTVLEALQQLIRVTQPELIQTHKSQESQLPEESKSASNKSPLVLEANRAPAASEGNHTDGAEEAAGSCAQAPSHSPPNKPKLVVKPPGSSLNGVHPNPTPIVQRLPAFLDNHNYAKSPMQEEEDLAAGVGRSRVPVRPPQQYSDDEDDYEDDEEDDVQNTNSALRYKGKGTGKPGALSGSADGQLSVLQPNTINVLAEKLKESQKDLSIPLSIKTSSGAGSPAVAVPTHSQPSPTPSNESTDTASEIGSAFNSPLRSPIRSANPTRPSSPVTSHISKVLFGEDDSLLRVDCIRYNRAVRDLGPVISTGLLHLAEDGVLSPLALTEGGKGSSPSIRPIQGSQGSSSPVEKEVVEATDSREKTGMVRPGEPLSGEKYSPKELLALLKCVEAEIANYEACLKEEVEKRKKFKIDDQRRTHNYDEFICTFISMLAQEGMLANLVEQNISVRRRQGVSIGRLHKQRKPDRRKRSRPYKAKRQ
HePTP inhibitor = inhibitors of human HePTP phosphatase; 110,000 tested, 0.64% active; inhibition, % at 20 µM; P35236; recombinant HePTP phosphatase activity, OD absorbance; in the data active = inhibition above about 50%;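 note: plate controls were vehicle for no effect and reference inhibitor for full effect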
* hit, by the source's call; / = not tested or not shown; & = joins results of further samples.

The first 5 entries (preview)
SMILES	BAP1 inh	HePTP inhibitor
CN1CCN(C(=O)c2ccccc2NC(=O)CCN2C(=O)c3ccccc3C2=O)CC1	102	8&7
CCCCOC(=O)C1=C(C)NC2=C(C(=O)CCC2)C1c1cc(Br)c(O)c(OCC)c1 (configuration not stated)	50	/
O=C(Nc1ccccc1O)c1ccc(Oc2ccc(C(=O)Nc3ccccc3O)cc2)cc1	/	-14
COc1ccc(OC)c(CNC(=O)CCN2C(=O)COc3ccccc32)c1	100	-3
CC(C)c1nc2oc3c(N4CCNCC4)ncnc3c2c2c1CCC2	83	-3

The whole of this part, from the first entry:
SMILES	BAP1 inh	HePTP inhibitor
CN1CCN(C(=O)c2ccccc2NC(=O)CCN2C(=O)c3ccccc3C2=O)CC1	102	8&7
CCCCOC(=O)C1=C(C)NC2=C(C(=O)CCC2)C1c1cc(Br)c(O)c(OCC)c1 (configuration not stated)	50	/
O=C(Nc1ccccc1O)c1ccc(Oc2ccc(C(=O)Nc3ccccc3O)cc2)cc1	/	-14
COc1ccc(OC)c(CNC(=O)CCN2C(=O)COc3ccccc32)c1	100	-3
CC(C)c1nc2oc3c(N4CCNCC4)ncnc3c2c2c1CCC2	83	-3
CC(=O)c1ccc(NC(=O)c2ccccc2C)cc1	/	-6
COc1c(F)c(F)c(-c2csc(N)n2)c(F)c1F	89	11
O=C1c2ccccc2NC2(CCCCC2)N1c1ccc(O)cc1	/	2
O=C1c2cccc3cccc(c23)C(=O)N1Nc1ccc([N+](=O)[O-])cc1	/	6
Cc1ccc(NC(=O)CN2C(=O)NC(Cc3ccccc3)C2=O)cc1 (configuration not stated)	/	-9

Reprinted from the part before: four compounds; new compounds follow.
SMILES	BAP1 inh	HePTP inhibitor
COc1c(F)c(F)c(-c2csc(N)n2)c(F)c1F	89	11
O=C1c2ccccc2NC2(CCCCC2)N1c1ccc(O)cc1	/	2
O=C1c2cccc3cccc(c23)C(=O)N1Nc1ccc([N+](=O)[O-])cc1	/	6
Cc1ccc(NC(=O)CN2C(=O)NC(Cc3ccccc3)C2=O)cc1 (configuration not stated)	/	-9
O=C(Nc1ccccc1O)c1cc(S(=O)(=O)N2CCCCC2)ccc1Cl	/	6
O=C(c1ccc(Cl)cc1)c1ccc2c(c1)OCCCO2	/	-15
O=C(Nc1ccc(Oc2ccccc2)cc1)c1cc(S(=O)(=O)N2CCOCC2)ccc1Cl	/	3
CS(=O)(=O)N(CC(=O)Nc1ccccc1)c1ccc(Oc2ccccc2)cc1	/	-1
CC(C)(C)NC(=O)C(c1cccs1)N(CC1CCCO1)C(=O)Cn1nnc(-c2cccs2)n1 (configuration not stated)	86	6
O=C(Cn1cnc2ccccc2c1=O)NCCC(=O)N1CCN(c2ccccc2)CC1	97	9
COc1ccc2nc(NC(=O)Cn3cnc4c(=O)n(C)c(=O)n(C)c43)sc2c1	62	4
Cc1ccc(S(=O)(=O)Nc2ccc3oc(C)c(C(=O)O)c3c2)cc1	86	/
Cc1cc(C(=O)Nc2sc3c(c2C#N)CCC(C)C3)cs1 (configuration not stated)	/	7
CN(C)c1ccc(C2N(C)c3ccccc3N2C)cc1	/	-16
O=c1nc2n(c3ncccc13)CCC2	96	11
Nc1nnc(-c2ccco2)s1	94	7
CCOC(=O)C1=C(N)OC2=C(C(=O)CCC2)C1c1ccc(C)cc1C (configuration not stated)	/	7
CC1(C)CC(=O)C(=Cc2cn(-c3ccccc3)nc2-c2ccccc2)C(=O)C1	/	-20
COc1ccc(-c2cc(C(=O)N(C)Cc3ccccc3)no2)cc1OC	108	4
CCc1ccccc1NC(=O)CSc1nnc([C@@H](NC(=O)OC(C)(C)C)C(C)CC)o1 (some centres not stated)	98	5
COc1ccc(CNC(=O)c2cccc(N(C)C)c2)cc1	98	13&-7
Cc1ccc(-c2nc3cc(Cl)ccc3o2)cc1NC(=O)c1ccc(Br)o1	/	2
CCCCN1CCC(n2c(=O)[nH]c3ccccc32)CC1	93	/
COCCNC(=O)c1cc2c(=O)n3cccc(C)c3nc2n1C	/	2
Cn1c(O)c(C=NC(C)(CO)CO)c(=O)n(C)c1=S	/	-13
COc1ccc(N2CC(C(=O)Nc3ccc(S(=O)(=O)Nc4nc(C)cc(C)n4)cc3)CC2=O)cc1 (configuration not stated)	95	4
Cc1nc(N2CCN(Cc3ccccc3)CC2)nc2c1C(=O)CC(c1ccco1)C2 (configuration not stated)	76	5
C/C(=N\NC(=O)COc1ccccc1[N+](=O)[O-])c1ccc(Br)cc1	/	-8
N#CNC1=NCN(CCc2ccccc2)CN1	94	-7
Cc1c(C(=O)OC(C)C)sc(NC(=O)C2CC2c2ccccc2)c1C#N (configuration not stated)	/	-7
COc1ccc(N2CCN(CCNC(=O)C3CC(=O)N(C4CCCC4)C3)CC2)cc1 (configuration not stated)	103	3
O=S(=O)(NCc1ccc(Cl)cc1)c1cnc[nH]1	94	-14
COc1cc(C=O)c(OC)cc1Br	/	-10
N#C/C(C(=O)N1CCOCC1)=c1\s/c(=C/c2ccncc2)c(=O)n1-c1ccccc1	91	-5

3 entries from above, set out differently:
> COc1ccc(N2CC(C(=O)Nc3ccc(S(=O)(=O)Nc4nc(C)cc(C)n4)cc3)CC2=O)cc1 (configuration not stated)
  BAP1 inh = 95
  HePTP inhibitor = 4

> Cc1c(C(=O)OC(C)C)sc(NC(=O)C2CC2c2ccccc2)c1C#N (configuration not stated)
  BAP1 inh = /
  HePTP inhibitor = -7

> Cc1nc(N2CCN(Cc3ccccc3)CC2)nc2c1C(=O)CC(c1ccco1)C2 (configuration not stated)
  BAP1 inh = 76
  HePTP inhibitor = 5

More records
SMILES	BAP1 inh	HePTP inhibitor
O=c1cc(-c2ccc(Br)cc2)oc2ccccc12	/	11
COc1ccc(-c2n[nH]c(C)c2-c2ccc(Cl)cc2)c(O)c1OC	97	6
COc1ccc(OC)c(/C=C2/C(=O)NN(c3ccc(C)cc3)C2=O)c1	/	5
CSc1ccc(C2CC(=O)Nc3c2cc(Br)c2ccccc32)cc1 (configuration not stated)	/	2
O=C(c1ccccc1)c1c[nH]c2cc3c(cc2c1=O)OCO3	92	-11
Cc1ccc(C)c(N2CCN(C(=O)CCCCn3c(=O)[nH]c4ccccc4c3=O)CC2)c1	81	6
CC1CN(S(=O)(=O)c2cccc(-c3cn4cccnc4n3)c2)CC(C)O1 (configuration not stated)	371	2
COc1cc(/C=N/n2cnnc2)cc(OC)c1O	/	-6
O=C(Nc1ccc(CN2CCCCC2)cc1)c1ccc(Br)o1	121	-2
CCCc1nn(C)c2c1C(c1ccncc1)C(C#N)=C(N)O2 (configuration not stated)	97	-12
CC(=O)NCCc1ccc(S(N)(=O)=O)cc1	53	/
C/C(C=NN1CCN(Cc2ccccc2)CC1)=C\c1ccccc1	/	5
CCCCOC(=O)c1ccc(NC(=O)c2cccs2)cc1	122	/
C=CCn1c(-c2ccccc2)n[nH]c1=S	187&79	-3&9
CCCS(=O)(=O)N1CCCC(C(=O)NCCCN(CC)c2cccc(C)c2)C1 (configuration not stated)	104	-2
N/C(=N/N=C\c1cccc(O)c1)c1ccccn1	/	-15
Cc1ccc(-c2nc3cc(NC(=O)c4ccc([N+](=O)[O-])cc4)ccc3o2)cc1	79	/
COC(=O)C1=C(O)/C(=C\c2ccc(C(=O)O)cc2)N=C1C	/	-10
COc1ccc(/C(O)=C2/C(=O)C(=O)N(Cc3cccnc3)C2c2ccccn2)cc1 (configuration not stated)	98	10
Cc1cc(NC(=O)C23CCC(C)(C(=O)O2)C3(C)C)no1 (configuration not stated)	56	-3
O=C(NCCCO)c1cccc([N+](=O)[O-])c1	/	5
CC(C)(C)c1cn(-c2ccccc2)c(=S)[nH]1	95	6
CC(=O)c1cccc(NC(=O)c2ccc(S(=O)(=O)N3CCCCC3)cc2)c1	107	-8
O=C(NCCN1CCN(c2cccc(Cl)c2)CC1)C1CCCN(S(=O)(=O)c2cnc[nH]2)C1 (configuration not stated)	96	9
COc1ccc(C2CC(=O)C3=C(C2)Nc2ccccc2NC3c2ccc(F)c(Br)c2)cc1 (configuration not stated)	/	6
CC1(C)CC(NC(=O)CC#N)CC(C)(C)N1	/	-3
Brc1ccc(C2=Nn3c(nnc3-c3n[nH]c4c3CCC4)SC2)cc1	90	8
CCN(CC)CCCOc1ccc(Cl)cc1C	/	2
O=C(N1CCN(Cc2ccc3c(c2)OCO3)CC1)C12CC3CC(CC(C3)C1)C2	/	3
COc1ccc(C)cc1NC(=O)CN(Cc1ccccc1)S(=O)(=O)c1ccc(OC)c(OC)c1	/	9
O=C(CCN1CCN(c2ccccc2)CC1)Nc1ccccc1F	96	0
O=C(COC(=O)c1ccccn1)c1ccc(Br)cc1	100	-2
CN1C(=O)NC(=O)/C(=C/c2ccc(-c3cccc(Cl)c3)o2)C1=O	/	2
COc1ccc(-c2noc(-c3cc(C)cc(C)c3)n2)cc1OC	94	7
O=C(c1cccc(F)c1F)N1CCN(c2cc(N3CCCC3)c(F)cc2[N+](=O)[O-])CC1	/	-3
COc1ccc(N=C2SC(C(=O)Nc3ccc4c(c3)OCO4)CC(=O)N2C)cc1 (configuration not stated)	91	-5
O=C(COC(=O)c1ccc2c(c1)OCO2)c1cccc([N+](=O)[O-])c1	/	10
Cc1cccn2cc(CNC(=O)C3CCCCC3)nc12	97	7
CC(Oc1ccc2oc(-c3ccccc3)c(C(=O)O)c2c1)C(=O)O (configuration not stated)	86	4&10
CCCC(=O)Nc1cc(Cl)ccc1N1CCN(C(=O)CC)CC1	79	6
COCCn1c(-c2ccccc2)nc(=S)c2c1CC(C)(C)OC2	139	9
COc1ccc(/C=C2/SC(=O)N(CC(=O)Nc3ccc(C)c(C)c3)C2=O)cc1OC	/	-3
CN=C(NC#N)NCCSCc1nc[nH]c1C	96	/
CC(C)N1C(=O)CCC1C(=O)N1CCCc2ccccc21 (configuration not stated)	103	6
CCOc1ccc(OCC(=O)c2c(O)c3ccccc3oc2=O)cc1	117	0
COc1ccc(NC(=O)NCc2cccn2C)c(OC)c1	120	/
COc1ccc(CCNC(=O)C2CC(=O)N(c3ccc(F)cc3)C2)cc1OC (configuration not stated)	/	5&2
COc1ccc(C(=O)NN/C(C)=C\C(=O)c2ccccc2)cc1	/	-2
O=C(Nn1c(-c2ccccc2)nc2ccccc2c1=O)C1CCC1	117	3
CC(=O)N1c2ccccc2NC2=C(C(=O)CC(c3ccccc3)C2)C1c1cccnc1 (configuration not stated)	/	-10
The listing continues.
SMILES	BAP1 inh	HePTP inhibitor
C=CCOc1ccccc1CN1CCSCC1	92	11
N/C(=N/O)c1nc(N2CCCC2)nc(N(c2ccccc2)c2ccccc2)n1	86	11
CC1CN(S(=O)(=O)c2ccc(-c3nc4ccccc4s3)cc2)CC(C)O1 (configuration not stated)	/	-11
COc1ccc(Cc2cnc(NC(=O)c3ccc([N+](=O)[O-])cc3)s2)cc1	/	7
COc1ccc(NC(=O)/C=C2\NC(C)(C)Cc3ccccc32)cc1	/	4
O=C(Nc1ccc(NC(=O)c2cccnc2)cc1)c1ccc(Br)cc1	84	/
COC(=O)c1cc(NC(=O)/C=C/c2ccc(Cl)cc2Cl)cc(C(=O)OC)c1	/	-2
COc1ccccc1/C=C/C=N/NC(=O)CSc1nc2ccccc2n1C	/	8
Cc1cc(=O)[nH]c(SCCOc2ccc(Cl)cc2)n1	/	10
Cc1ccc(N(CC(=O)Nc2cccnc2)S(=O)(=O)c2ccc(F)cc2)cc1	/	-5
Cc1ccc(S(=O)(=O)/N=C(\N)Nc2nc3ccccc3o2)cc1	/	6
O=C(Nn1cnnc1)c1ccc(F)c(S(=O)(=O)N2CCCCC2)c1	135	3
O=C(NCCc1c[nH]c2ccccc12)c1ccc([N+](=O)[O-])cc1	75	/
COc1ccc(C2Nc3ccccc3C(=O)N2Cc2ccco2)cc1OC (configuration not stated)	/	-6
O=C(CN1CCOCC1)Nc1nc2ccccc2s1	/	-9
Cc1cccc(C)c1NC(=O)CCCOc1ccccc1	/	5
Cc1cc(NC(=O)CSc2nc3c(c(=O)n2Cc2ccccc2)SC(C)C3)no1 (configuration not stated)	85	1
CCC(=O)Oc1ccc2c(C(F)(F)F)cc(=O)oc2c1	/	-10
Nc1sc2c(c1C(=O)Nc1cccc3ccccc13)CCC2	/	10
COc1ccc(N2C(=O)/C(=C/c3ccc(OCC(=O)O)c(OC)c3)C(=O)NC2=S)cc1	/	29
C=CCn1c(SCC(=O)c2cccs2)nnc1-c1cccc(OC)c1	126	8
O=C(OCC(=O)c1ccc[nH]1)c1ccc(S(=O)(=O)N2CCCCC2)cc1	83	-1
O=C(Nc1cnccn1)c1csc2ccccc12	80	6
O=C(COc1ccccc1Br)NCc1ccco1	97	11
CCOC(=O)C1CCN(C(=O)CSc2nnc(-c3ccco3)n2-c2ccccc2)CC1	97	12
Cc1ccc(S(=O)(=O)c2nc(C)oc2NCc2ccccc2)cc1	87	-2
CC(=O)Nc1ccc(NC(NC(=O)c2cccc(I)c2)C(Cl)(Cl)Cl)cc1 (configuration not stated)	/	-6
Cc1ccc(S(=O)(=O)N2CCC(C(=O)N[C@@H](Cc3ccccc3)C(=O)O)CC2)cc1	105	-9
COc1ccccc1C1CC(c2ccc(C)cc2)=NN1C(=O)CCC(=O)O (configuration not stated)	/	-16
Cc1ccccc1-c1nn2c(-c3ccccc3)nnc2s1	79	4
CCCC(=O)C1=C(SCC)CC(C)(C)C(C(=O)OC)C1=O (configuration not stated)	88	10
